TPT1 inh – inhibitors of Candida albicans tRNA 2'-phosphotransferase TPT1; 300,000 compounds, 0.81% hits; inhibition, % at 5 µM; recombinant caTPT1, FP RNA substrate dephosphorylation; AID 1962;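 active means inhibition above the mean of all tested compounds plus 3 SD, set per screening campaign, cut at about 24% in these data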;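 further: plate controls were DMSO alone for no effect and ferristatin control at 100 nM for full effect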
EBNA-1 inhibitor – blocks EBNA-1 binding to DNA; EBNA-1 DNA binding, fluorescence polarization; inhibition, % at 14.8 µM; 300,000 compounds, 0.34% hits; AID 1950; in the data active means inhibition above about 28%
PP5 primary – inhibitors of human protein phosphatase 5 (PP5); inhibition, % at 6.7 µM; AID 1987; P53041; 320,000 compounds, 0.18% hits; purified PP5c, OMFP substrate fluorescence;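 active means inhibition above the campaign's mean inhibition across all tested compounds plus 3 SD, cut at about 9.5% in these data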;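 further: 0% = DMSO only and 100% = 100 µM cantharidin control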
Target sequence (P53041 whole entry, looked up): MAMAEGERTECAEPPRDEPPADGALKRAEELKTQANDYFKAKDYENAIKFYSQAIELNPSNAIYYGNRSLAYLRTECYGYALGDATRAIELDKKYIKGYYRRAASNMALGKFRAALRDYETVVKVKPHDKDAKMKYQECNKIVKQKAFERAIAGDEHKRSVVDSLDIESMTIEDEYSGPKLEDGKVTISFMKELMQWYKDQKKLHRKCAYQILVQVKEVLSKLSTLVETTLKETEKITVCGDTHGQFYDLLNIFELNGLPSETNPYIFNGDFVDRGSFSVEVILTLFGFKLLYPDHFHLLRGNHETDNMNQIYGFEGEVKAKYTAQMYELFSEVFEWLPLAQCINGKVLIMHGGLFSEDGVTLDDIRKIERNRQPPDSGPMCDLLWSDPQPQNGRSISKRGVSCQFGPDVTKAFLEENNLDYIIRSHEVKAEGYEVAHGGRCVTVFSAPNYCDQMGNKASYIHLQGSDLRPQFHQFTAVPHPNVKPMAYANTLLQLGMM
Fh CTSL1 inh – blocks F. hepatica cathepsin L1 in PFM18AAP counter-screen. recombinant F. hepatica cathepsin L1, Z-Leu-Arg-MCA fluorescence. inhibition, % at 5.96 µM. 300,000 compounds, 0.49% hits. AID 1906;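 active means inhibition above the mean of all tested compounds plus 3 SD, set per screening campaign, cut at about 17% in these data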;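 further: 0% = plate median of test compound wells and 100% = 1 µM Z-Phe-Ala-diazomethylketone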
HCV core dimer – blocks dimerization of HCV core protein. inhibition, % at 5 µM. 300,000 compounds, 0.33% hits. TR-FRET GST/Flag-core106 dimerization, 1536-well;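 active means inhibition above the mean of all tested compounds plus 3 SD, set per screening campaign, cut at about 45% in these data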
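Test system: GST/Flag-tagged HCV core106 proteins; Medium: KF-containing HEPES buffer, pH 7.45, DTT, CHAPS, BSA; Times: compound-protein-antibody incubation 4 h at 22.5 °C; Detection: TR-FRET 671 and 617 nm emission; Benchmarks: wells lacking GST-core106 and wells with excess unlabelled core106.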
PP1 inh – blocks human PP1-alpha phosphatase, a PP5 counter-screen. AID 2235. inhibition, % at 6.7 µM. 320,000 compounds, 0.9% hits. P62136. purified PP1alpha, OMFP fluorescence;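 active means inhibition above the mean inhibition of all tested compounds plus 3 SD, computed separately for each screening campaign, cut at about 15% in these data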
Efflux pump inh – blocks antifungal efflux pumps in multiplex yeast assay; 330,000 compounds, 0.44% hits; S. cerevisiae Candida pump triplex, Nile Red efflux; inhibition, % at 10 µM; AID 485275;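 active means plate passing quality check with inhibition over a set limit, or well fluorescence over plate mean plus 4 SD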;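 further: Nile Red retained in pooled yeast measured as flow cytometry median fluorescence; 0% = buffer negative control and 100% = Enniatin B positive control; higher means more Nile Red kept so more efflux inhibition; some compounds called inactive have numbers as strong as hits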
PREPL inhibitor – human PREPL enzyme inhibition | 320,000 compounds, 0.68% hits | Q4J6C6 | inhibition, % at 5.96 µM | AID 2751 | recombinant PREPL, fluorescence polarization activity-based probe; in the data active means inhibition above about 43%;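 further: 0% = enzyme with DMSO and 100% = wells lacking enzyme; many of its hits are not listed in these tables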
ZTA DNA inh – blocks Epstein-Barr virus ZTA, an EBNA-1 counter-screen. P03206. ZTA-DNA binding, fluorescence polarization. inhibition, % at 11 µM. 320,000 compounds, 0.15% hits; in the data active means inhibition above about 33%
Target sequence (P03206 whole entry, looked up): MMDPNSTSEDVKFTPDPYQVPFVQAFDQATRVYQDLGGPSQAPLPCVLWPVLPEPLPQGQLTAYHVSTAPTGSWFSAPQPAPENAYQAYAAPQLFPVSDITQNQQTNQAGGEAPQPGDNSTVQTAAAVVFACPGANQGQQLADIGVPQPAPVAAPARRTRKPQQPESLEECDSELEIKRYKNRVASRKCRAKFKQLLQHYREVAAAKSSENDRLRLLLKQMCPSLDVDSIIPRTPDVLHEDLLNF
Starred values were filed as active, the others as inactive; / = not tested or not shown.

Order of results: TPT1 inh	EBNA-1 inhibitor	PP5 primary	Fh CTSL1 inh	HCV core dimer	PP1 inh	Efflux pump inh	PREPL inhibitor	ZTA DNA inh
1. COCCNC(=O)c1cc2cc(Br)cc(OC)c2oc1=O
 : -4	1	2.2	-3	-4	-2	-0.1	17	-19
2. O=C(COC(=O)/C=C/c1ccccc1)Nc1cccnc1Cl
 : -2	1	0.3	-12	6	-7	0.1	12	0
3. CCOCC(O)CNC(=O)c1ccc2nc(Cc3ccc(OC)c(OC)c3)oc2c1 (stereo not drawn)
 : -2	-6	0.0	-4	2	-1	0.2	4	-2
4. CC(C)(C)NC(=O)NCc1ccco1
 : -6	-6	1.0	1	3	1	0.2	-1	-13
5. O=C(NC1CC2CCCC(C1)N2C(=O)Nc1ccccc1)C1CC1 (stereo not drawn)
 : 1	8	1.9	1	3	0	-0.3	0	1
6. COc1ccccc1NC(=O)Cn1c(=O)n(-c2ccccc2)c(=O)c2oc3ccccc3c21
 : -3	24	2.6	0	-5	0	-15	11	-23
7. CCC(C)c1nc2c(c(N3CCC3=O)c1-c1ccccc1)CCCC2 (stereo not drawn)
 : 1	2	-3.7	5	-18	0	-0.1	17	1
8. Cc1cc(C)n(C(=O)c2ccccc2[N+](=O)[O-])n1
 : 3	-5	-0.2	-6	-3	-3	0.0	2	2
9. Cc1ccccc1C(=O)Nc1ccccc1C(=O)N1CCC(C)CC1
 : -6	-3	0.6	2	-1	-2	-0.1	-2	6
10. CCC(C)(C)NC(=O)C(c1cccc(OC)c1OC)N(CC(C)C)C(=O)CCC(=O)Nc1cc(C)on1 (stereo not drawn)
 : 5	1	-0.9	-1	0	-2	0.0	0	-5
11. COc1cc(S(=O)(=O)N2CCOCC2)ccc1F
 : 0	2	-1.9	-2	-1	6	0.0	3	18
12. COC(=O)c1ccc2c(=O)n(CCN3CCOCC3)c(SCC(=O)c3ccccc3)nc2c1
 : -1	2	0.1	-1	-4	-3	0.1	-8	1
13. Cc1nn(C)c(C(=O)NNC(=S)NC2CCCCC2)c1Br
 : 2	-2	0.0	-4	-2	2	-0.1	0	0
14. O=C(Nc1ccccn1)C1CCN(S(=O)(=O)c2cccs2)CC1
 : 0	9	-2.0	3	0	-2	-0.1	-12	-10
15. Cc1cc(=O)[nH]c(SCn2nnc3ccccc3c2=O)n1
 : -3	2	-3.1	2	-2	-2	-0.3	4	0
16. NC(=O)CC(NC(=O)c1ccccc1)c1ccc(N2CCN(c3ccc(F)cc3)CC2)c([N+](=O)[O-])c1 (stereo not drawn)
 : -1	-2	1.8	16	-19	18*	-0.1	21	-15
17. Cc1ccc(OCC(=O)Nc2ccc3c(c2)nc2n3CCOC2)cc1
 : -5	13	0.5	3	0	0	0.0	15	-5
18. Cc1ccc(S(=O)(=O)Nc2ccc(NC(=O)c3c(F)c(F)c(F)c(F)c3F)cc2)cc1
 : -2	-16	5.2	4	2	0	0.1	10	3
19. O=C(O)CCN1/C(=C/C=Nc2ccccc2)Oc2ccccc21
 : 4	3	0.4	4	-4	-1	-0.2	-8	-9
20. N/C(=N\OCc1ccc([N+](=O)[O-])cc1)c1ccncc1
 : 4	-3	1.0	10	-4	3	0.1	-11	-13

Next section, overlapping the part above by 5 compounds.
Order of results: TPT1 inh	EBNA-1 inhibitor	PP5 primary	Fh CTSL1 inh	HCV core dimer	PP1 inh	Efflux pump inh	PREPL inhibitor	ZTA DNA inh
16. NC(=O)CC(NC(=O)c1ccccc1)c1ccc(N2CCN(c3ccc(F)cc3)CC2)c([N+](=O)[O-])c1 (stereo not drawn)
 : -1	-2	1.8	16	-19	18*	-0.1	21	-15
17. Cc1ccc(OCC(=O)Nc2ccc3c(c2)nc2n3CCOC2)cc1
 : -5	13	0.5	3	0	0	0.0	15	-5
18. Cc1ccc(S(=O)(=O)Nc2ccc(NC(=O)c3c(F)c(F)c(F)c(F)c3F)cc2)cc1
 : -2	-16	5.2	4	2	0	0.1	10	3
19. O=C(O)CCN1/C(=C/C=Nc2ccccc2)Oc2ccccc21
 : 4	3	0.4	4	-4	-1	-0.2	-8	-9
20. N/C(=N\OCc1ccc([N+](=O)[O-])cc1)c1ccncc1
 : 4	-3	1.0	10	-4	3	0.1	-11	-13
21. CCSc1nnc(NC(=O)C2CC=CCC2C(=O)O)s1 (stereo not drawn)
 : 3	8	-2.4	1	5	16*	0.0	2	19
22. CCn1c(=S)sc2c(=O)n(CC(=O)Nc3ccc(Cl)cc3)c(C)nc21
 : 2	-5	0.9	0	9	-1	0.1	2	3
23. CSc1ccccc1NC(=O)CN(C)CC(=O)Nc1c(F)cccc1F
 : -2	-10	2.0	5	-12	3	0.5	2	-2
24. Cn1c(=O)c2c(nc(N/N=C/c3ccc(OC(=O)c4ccco4)cc3)n2Cc2ccccc2Cl)n(C)c1=O
 : -2	-2	-2.2	0	4	-1	-1.7	-4	-5
25. CSc1sc(C(=O)NCC2CC2)c(-c2cccs2)c1C#N
 : 2	-11	-1.4	4	4	-2	0.3	3	2
26. CCCCNc1ccc(S(N)(=O)=O)cc1[N+](=O)[O-]
 : -2	-4	2.1	-3	6	0	-0.3	2	15
27. COc1ccc(C(=O)/C=C/NCc2ccc(C)cc2)cc1
 : -2	-4	0.9	1	-1	2	0.0	-1	19
28. CCCOC(=O)C1C2C=C[C@]3(CN(CCc4ccccc4)C(=O)[C@H]13)O2 (stereo partly drawn)
 : 6	-3	-0.5	2	5	-10	-0.1	2	-7
29. N#C[C@]1(S(=O)(=O)c2ccccc2)C[C@@H]2ON=C(c3cccc(Br)c3)[C@@H]2C1
 : -2	11	1.2	-1	-1	-2	-0.1	-19	2
30. COc1ccc(-c2nnc(SCC(=O)NC(C)c3ccccc3)o2)cc1 (stereo not drawn)
 : 1	9	1.2	-4	-2	0	-0.2	7	-10
31. S=C1NCCNC(=S)NCCOCCOCCN1
 : 0	-19	2.4	-1	-1	-3	0.3	-11	-12
32. Cc1cccc(-n2nc([N+](=O)[O-])c(=NC3CCN(Cc4ccccc4)CC3)n2O)c1
 : -5	-7	0.7	7	-2	-4	-0.1	21	-9
33. Cc1ccc2nc3c(cc2c1)c(C)nn3-c1ccccc1
 : -3	-2	3.1	0	-11	-2	0.1	17	-5
34. COc1ccc(N2CCN(C(=O)CN(C)S(=O)(=O)c3cccs3)CC2)cc1
 : 0	-5	1.4	-7	1	1	1.0	5	-18
35. O=C(CCSc1ccccc1)NCc1cccnc1
 : -2	-15	1.0	-2	-15	3	1.0	-4	0
36. CC(O)C(NS(=O)(=O)c1ccc(Cl)cc1)C(=O)OCc1cc([N+](=O)[O-])cc2c1OCOC2 (stereo not drawn)
 : 0	-7	3.0	1	-1	-4	0.1	-8	-7
37. O=C(c1ccc(F)cc1F)N1CCN(S(=O)(=O)c2ccc3c(c2)OCCO3)CC1
 : /	/	0.3	/	/	8	-0.1	1	3
38. COc1ccc(S(=O)(=O)Nc2ccccc2Cl)cc1NC(C)=O
 : -4	-5	1.1	-2	2	-2	-0.1	7	5
39. COCCN(C(=O)COC(=O)CCC(=O)c1ccc(Cl)cc1)c1c(N)n(Cc2ccccc2)c(=O)[nH]c1=O
 : 5	17	-0.6	-33	4	0	-0.1	-8	14
40. O=C(CCS(=O)(=O)c1ccccc1)OCC(=O)N1CCN(S(=O)(=O)c2ccc(Cl)cc2)CC1
 : 0	5	-1.1	-55	5	-2	0.1	4	14

Excerpt: compounds 21–22
Order of results: TPT1 inh	EBNA-1 inhibitor	PP5 primary	Fh CTSL1 inh	HCV core dimer	PP1 inh	Efflux pump inh	PREPL inhibitor	ZTA DNA inh
21. CCSc1nnc(NC(=O)C2CC=CCC2C(=O)O)s1 (stereo not drawn)
 : 3	8	-2.4	1	5	16*	0.0	2	19
22. CCn1c(=S)sc2c(=O)n(CC(=O)Nc3ccc(Cl)cc3)c(C)nc21
 : 2	-5	0.9	0	9	-1	0.1	2	3

The listing continues.
Order of results: TPT1 inh	EBNA-1 inhibitor	PP5 primary	Fh CTSL1 inh	HCV core dimer	PP1 inh	Efflux pump inh	PREPL inhibitor	ZTA DNA inh
41. CCOC(=O)c1c(C)[nH]c(C(=O)OCC(=O)N2CCc3ccccc32)c1C
 : 2	20	0.9	2	31	11	0.2	2	14
42. CCOc1ncccc1C(=O)Nc1ccc(F)cc1
 : -6	-15	1.5	3	-2	3	0.0	-6	-4
43. CN(Cc1ccccc1)C(=O)c1nc2ccccn2c1CNCCOc1cccnc1
 : 1	-7	-2.3	1	0	-9	0.0	5	-2
44. Cc1cccnc1NC(=O)CCC(=O)c1cccs1
 : /	/	-0.2	/	/	3	0.1	7	-18
45. CCN1CC2([N+](=O)[O-])C=CC(=O)C([N+](=O)[O-])(C1)C2CC(=O)c1ccccc1 (stereo not drawn)
 : -4	-1	0.6	1	54*	1	0.0	4	-12
46. COc1ccc(C2Nc3ccccc3C(=O)N2c2ccc(C)cc2)cc1Cn1cc([N+](=O)[O-])cn1 (stereo not drawn)
 : 0	8	-0.5	4	17	4	-0.1	10	10
47. CCCSc1nnc(NC(=O)Nc2ccc(F)cc2)s1
 : -1	-5	4.1	-2	5	3	0.2	10	-8
48. O=C1C2C3C=CC(CC3)C2C(=O)N1c1ccc(Cl)cc1 (stereo not drawn)
 : 0	4	2.4	-5	-9	0	0.5	0	-5
49. NC(=O)C1CCN(CC(=O)Nc2cccc(C(=O)Nc3cccc(C(F)(F)F)c3)c2)CC1
 : -3	-14	-0.5	1	-5	3	0.0	-1	-12
50. CCCS(=O)(=O)NCCc1csc(-c2ccc(OC)c(OC)c2)n1
 : 1	0	3.1	-2	-3	-2	0.1	-12	-3
51. CCN(CC)c1nc(N)nc(NS(=O)(=O)c2ccc(Cl)cc2)n1
 : -2	3	-0.4	1	4	-1	0.0	1	3
52. O=C(NCCN1CCOCC1)c1ccc(N2CCCC2)c([N+](=O)[O-])c1
 : 0	-12	2.6	7	-7	-6	-0.1	16	-24
53. O=C(NC1CCCCC1)C1CCCN(S(=O)(=O)c2ccc(Br)s2)C1 (stereo not drawn)
 : -22	-7	-0.5	-8	4	0	0.2	3	-4
54. Cc1cc(N/C=C/C(=O)c2ccc(Br)cc2)no1
 : 1	2	0.1	4	3	2	0.1	5	1
55. COc1ccc(-c2nc(CSCC(=O)NC3CCCc4ccccc43)c(C)o2)cc1 (stereo not drawn)
 : 6	-3	2.1	-4	4	1	0.3	-15	9
56. O=S(=O)(c1ccc(Sc2nnc3ccccn23)nc1)N1CCOCC1
 : 2	-4	4.0	1	-7	-4	0.1	0	4

High-throughput results as filed in PubChem BioAssay.

The list is partial (hit frequency here may not be typical).
